PI5P4Ka inh = PI5P4K alpha (human) kinase inhibition; max response, %; AID 652105; 330,000 compounds, 1.2% hits; P48426; PI5P4Kalpha enzyme, ADP-Glo luminescence, 60 min; stronger effect = lower value; active means max response of -50% or lower; inconclusive means between -30% and -50%; inactive means -30% or higher; further: value at the top dose of about 77 µM; on the % scale 0 is the no-effect control and ±100 the full control effect
Target sequence (P48426 whole entry, looked up): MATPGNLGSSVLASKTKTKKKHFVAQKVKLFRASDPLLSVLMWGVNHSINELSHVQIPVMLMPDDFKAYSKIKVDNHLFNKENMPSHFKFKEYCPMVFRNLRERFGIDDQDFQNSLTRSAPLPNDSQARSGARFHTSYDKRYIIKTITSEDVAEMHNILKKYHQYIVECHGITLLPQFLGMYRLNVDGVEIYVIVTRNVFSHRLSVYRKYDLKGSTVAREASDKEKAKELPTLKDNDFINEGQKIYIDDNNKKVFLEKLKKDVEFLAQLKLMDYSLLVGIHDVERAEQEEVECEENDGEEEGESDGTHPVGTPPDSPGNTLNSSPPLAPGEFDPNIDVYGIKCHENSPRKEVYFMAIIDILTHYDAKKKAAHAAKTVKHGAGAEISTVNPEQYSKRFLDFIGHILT
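Luminescence from ADP-Glo served as readout of PI5P4Kalpha activity in a qHTS format. Reaction: enzyme, substrate, compound, ATP at 5 microM final, 60 min at RT.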
IL-2 act = IL-2 activation; IL-2 activation reporter assay, cell-based qHTS; stimulated with anti-CD3/CD4/CD28 beads; in transgenic mouse T cells; 360,000 compounds, 0.065% hits; activation, % (series mostly up to about 46 µM); in the data active means activation above about 50%; inconclusive means mostly about 30% to 49%; further: 0% is about no effect
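Readout: EGFP and DsRed signals by fluorescent plate cytometry. Unstimulated transgenic mouse T cells received compound 60 min before antibody-bead stimulation, then incubated 18 h at 37 degrees C.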
EPAC1 antag = blocks human EPAC1 exchange factor; Potency, µM (highest dose often 115 µM), for the others: at the highest dose activity change, negative = inhibition, usual class: inhibitors; 360,000 compounds, 0.14% hits; EPAC1 GEF assay, Rap1b-BODIPY-GDP exchange fluorescence; O95398;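 further: potency means the concentration at half of the fitted maximal effect; plate controls were vehicle for no effect and positive control for full effect; nearly all actives have a fitted effect of over 50% in size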
Abeta rescue = restores growth of yeast expressing A-beta42 peptide. 410,000 compounds, 0.063% hits. Potency, µM (titrated, usually from 46.1 µM), inactives show at the highest dose growth rescue, usual class: activators. yeast expressing A-beta42, growth rescue, OD600, 48 h; response scale: 0% DMSO, 100% iron-clioquinol control. AID 1347071; further: potency means the concentration at half of the fitted maximal effect; nearly all actives have a fitted effect of over 55% in size
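Yeast growth medium received pinned compounds, then yeast cells expressing toxic A-beta were added; plates incubated at 30 C for 48 hr. Growth read as absorbance at 600 nm, normalized to DMSO and equimolar FeCl3 plus clioquinol controls.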
PLK1 PBD inh = PLK1 (human) polo-box domain binding inhibition; P53350; Plk1 PBD binding of FITC phosphopeptide, fluorescence polarization; Potency, µM, inactives show max response, negative = inhibition, hits mostly inhibitors; 360,000 compounds, 2.8% hits; AID 720504; further: potency means the concentration at half of the fitted maximal effect; series mostly up to about 57 µM; on the % scale 0 is the no-effect control and ±100 the full control effect; nearly all actives have a fitted effect of over 65% in size
Target sequence (P53350 whole entry, looked up, the tested form may be a part): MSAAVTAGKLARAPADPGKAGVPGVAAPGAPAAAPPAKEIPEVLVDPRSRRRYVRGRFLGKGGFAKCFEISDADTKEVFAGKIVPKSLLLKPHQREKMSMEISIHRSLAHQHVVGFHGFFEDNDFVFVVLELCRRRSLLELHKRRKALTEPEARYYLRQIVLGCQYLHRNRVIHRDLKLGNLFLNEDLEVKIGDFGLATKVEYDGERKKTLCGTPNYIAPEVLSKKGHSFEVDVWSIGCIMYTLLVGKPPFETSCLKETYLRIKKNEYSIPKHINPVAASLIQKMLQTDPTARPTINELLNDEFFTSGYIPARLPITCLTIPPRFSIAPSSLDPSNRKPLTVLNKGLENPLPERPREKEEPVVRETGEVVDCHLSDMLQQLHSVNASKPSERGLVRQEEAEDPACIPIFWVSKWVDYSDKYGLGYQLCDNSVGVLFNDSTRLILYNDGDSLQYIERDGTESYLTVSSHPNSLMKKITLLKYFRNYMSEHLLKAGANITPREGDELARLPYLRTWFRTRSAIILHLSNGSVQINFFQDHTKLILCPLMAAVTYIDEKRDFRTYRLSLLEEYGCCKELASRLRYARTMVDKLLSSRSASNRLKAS
EPAC1 ag = agonists of human EPAC1; O95398; EPAC1 agonist qHTS, biochemical assay; response scale: 100% = response to 6.5 mM cAMP; Potency, µM (doses to about 154 µM), without a hit: at the highest dose activation, most hits filed as activators; 360,000 compounds, 0.073% hits; AID 720707; further: potency means the concentration at half of the fitted maximal effect; nearly all actives have a fitted effect of over 60% in size
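Fluorescent GDP-exchange assay: 100 nM EPAC1 with 250 nM Rap1B preloaded with BODIPY-GDP and 50 uM GDP; compounds tested as concentration series, 5 min at room temperature, then read every 5 min for 30 min (ex 480/em 540 nm); normalized to 6.5 mM cAMP.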
FUS yeast rescue = FUS proteinopathy suppression in yeast. S. cerevisiae FUS-expressing, growth rescue, OD600, 24 h. 390,000 compounds, 0.24% hits. AID 1347120. Potency, µM (doses to about 76.6 µM), inactives show at the highest dose growth rescue (activation), most hits filed as activators;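 further: potency means the concentration at half of the fitted maximal effect; plate controls were DMSO vehicle for no effect and reference control for full effect; nearly all actives have a fitted effect of over 55% in size; some results filed as inactive show a strong effect at the top dose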
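Cultures pregrown in 2.5% raffinose medium are shifted to minimal medium containing 2% galactose to express toxic FUS. Compounds are tested at several concentrations. After 24hr at 30C, growth is quantified at 600 nm absorbance.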
WRN inhibitor = inhibitors of human WRN helicase | Q14191 | 360,000 compounds, 0.46% hits | AID 651768 | WRN helicase unwinding, fluorescent forked duplex, kinetic | Potency, µM (series often up to 114 µM), without a hit: top-dose activity change, negative = inhibition, usual class: inhibitors; further: potency means the concentration at half of the fitted maximal effect; on the % scale 0 is the no-effect control and ±100 the full control effect; nearly all actives have a fitted effect of over 55% in size
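Kinetic fluorescence helicase assay: unwinding of a quenched forked DNA duplex (100 nM final) with 2 mM ATP final raises red fluorescence (525/598 nm). Compounds sat 15 min at room temperature with 20 nM WRN beforehand.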
An asterisk follows results filed as active; ? = inconclusive; . = not tested or not shown; & = joins results of further samples; [ ] = dose if it differs, or a comment. Unless noted, the call rests on the fitted dose curve; in most records, active means well fitted curve in the direction sought with a large enough effect; inconclusive means small, poorly fitted or top-dose-only effect, or another doubt; inactive means no such curve, though single readings can be large; an effect the other way counts as inactive or inconclusive.

SMILES	PI5P4Ka inh	IL-2 act	EPAC1 antag	Abeta rescue	PLK1 PBD inh	EPAC1 ag	FUS yeast rescue	WRN inhibitor
S=c1[nH]c2ncccc2o1	.	-2.9	6%	5%	-16%	0%	2%	5%
CN(Cc1ccco1)S(=O)(=O)c1nnc(NC(=O)c2ccccc2)s1	-27	0.6	5%	2%&-24%	-25%	-12%	?	-12%[11.6 µM]
CC(C)CCSc1nc(N2CCOCC2)c2c(c1C#N)CC(C)(C)OC2	.	-3.7	0%	12%	-1%	3%	42%	1%
COc1cc(C=C2C(=O)c3ccccc3C2=O)cc(OC)c1	-3	-3.1	-12%	4%	1.1µM*	-12%	?	1%
O=C(CSCc1cnn(-c2ccccc2)c1-n1cccc1)N1CCN(Cc2ccccc2)CC1	-1	-2.7	-1%	19%	2%	6%	22%	-3%
O=C(O)c1cc2cc(Cl)cc(Cl)c2oc1=O	?	0.8	-12%	8%	?	2%	18%	-34%
Cc1cc(C(=O)NCC(=O)OCC(=O)N(C)C2CCCCC2)ccc1[N+](=O)[O-]	0	-2.3	11%	-1%	-14%	10%	36%	-7%
C=CCNC(=O)/C(=C\c1ccc([N+](=O)[O-])cc1)NC(C)=O	7	1.2	0%	7%	1%	-8%	3%	0%
CCCCN(C(=O)c1ccc(Cl)cc1)C1CC2CCC(C1)N2C (stereo not drawn)	8	-2.4	-6%	7%	-7%	-4%	18%	6%
CC(C)CN(C(=O)c1ccc(Br)o1)C1CCS(=O)(=O)C1 (stereo not drawn)	0	0.4	-21%	19%	-4%	-47%[inhibitor]	-3%	-15%
CCOC(=O)CN1CC23C=CC(O2)C(C(=O)Nc2ccc(F)c(C)c2)C3C1=O (stereo not drawn)	0	1.6	-12%	-1%	-13%	2%	19%	2%
CCCCn1c(-c2cccnc2)nc2cc3[nH]c(=O)c(C(C)C)nc3cc21	-11	2.7	-22%	3%	-2%	-37%[inhibitor]	35%	-5%
CC1CCCC(N2CCN(C(=O)c3cccc(F)c3)CC2)C1 (stereo not drawn)	.	0.0	5%	-9%	-3%	-1%	-20%	2%
Cc1ccc(S(=O)(=O)/N=C2/C=C(Sc3ncn[nH]3)C(=O)c3ccccc32)cc1	-100*	-2.5	45µM*	-28%	0.75µM*	-6%	.	32µM*
Cc1ccc(-c2c3c(=O)n(C)c(=O)n(C)c3cn2-n2cnnc2)cc1	-4	0.5	18%	-1%	?	0%	-6%	-1%
COc1ccc(NC(=S)NCc2ccc3c(c2)OCO3)cc1	1	-0.1	10%	?	-3%	2%	9%	2%
CCn1c(C(C)NC(=O)Cc2ccccc2)nc2ccccc21 (stereo not drawn)	-3	-1.6	4%	9%	-8%	0%	28%	4%
COc1ccccc1NC(=O)CCNS(=O)(=O)c1ccc2c(c1)CCN2C(C)=O	5	2.6	-6%	6%	1%	4%	12%	-4%
O=c1c2ccccc2nc(N/N=C/c2ccccc2)n1O	7	0.2	-3%	-5%	-10%	0%	-2%	-2%
O=C1C2C3c4ccccc4C(c4ccccc43)C2c2nc3ccccc3n21 (stereo not drawn)	-4	-0.4	0%	-5%	-4%	-3%	4%	-12%
CC(=O)N1CCN(C(=O)CC2OC(=O)c3ccccc32)CC1 (stereo not drawn)	-10	-3.0	1%	-39%[inhibitor]	27µM*	-4%	-5%	-26%[57.1 µM]
O=C(Nc1cc(Br)ccc1F)c1nc[nH]c1C(=O)NCc1ccccc1	32	-0.8	-3%	-12%	-13%	-1%	-2%	5%
C[C@@H]1COc2cccc(N3CCN(Cc4ccccc4F)CC3)c2S(=O)(=O)N1	-1	-0.7	-23%	-15%	-14%	2%	-15%	-12%
O=C(CCc1nnc2ccc(NCc3ccco3)nn12)N1CCCCC1	1	-2.0	14%	18%	-4%	-8%	12%	0%
Cn1c(SCc2ccc(C#N)cc2)nnc1-c1ccccc1	-4	1.3	-2%	-7%	0%	-2%	-6%	-1%
O=C(COc1cccnc1[N+](=O)[O-])NC1CCS(=O)(=O)C1 (stereo not drawn)	4	3.0	1%	-1%	2%	4%	20%	-5%
COC(=O)[C@@H](NCc1ccc(OC)c(B(O)O)c1)C(C)C	4	-0.7	-2%	-3%	-7%	9%	-14%	-6%
O=C(Cn1cc(C(=O)C(F)(F)F)c2cc(Br)ccc21)N1CCOCC1	6	2.4	-15%	-6%	-18%	1%	-15%	7%
COc1ccc(CC(N)c2csc(NC(=O)Nc3ccccc3C(C)(C)C)n2)cc1 (stereo not drawn)	16	-0.5	-3%	-4%	-3%	25%	7%	-5%
COc1ccc(NC(=O)Nc2cccc3c2O[C@H](CN(C)C(=O)Nc2ccc(C(F)(F)F)cc2)[C@@H](C)CN([C@H](C)CO)C3=O)cc1	6	-3.7	-9%	-21%	1%	-22%	44%	-7%
O=C(CSc1ccc(-c2ccco2)nn1)N1CCCCC1	-10	0.9	2%	-3%	-8%	2%	20%	-11%
O=C(CSc1nnc(NC(=O)c2c(F)cccc2F)s1)Nc1ccccc1F	6	-4.2	7%	-1%	0%	7%	0%	-10%
CCCOn1c(-n2nc(C)cc2C)nc2ccccc2c1=O	4	-1.1	12%	-13%	-3%	-5%	-7%	16%
CC1Cc2ccccc2N1C(=O)CN1C(=O)C(=O)N(Cc2ccccc2)C1=O (stereo not drawn)	-6	2.4	-14%	11%	-5%	7%	?	-3%
O=C(COC(=O)CCc1nc2ccccc2s1)NCc1ccco1	-9	-2.3	-8%	-8%	-6%	-3%	-25%	4%
CCOc1ccc(NC(=O)c2ccccc2NC(=O)CNC2CCCC(C)C2C)cc1 (stereo not drawn)	9	0.5	?	-8%	-10%	-2%	1%	1%
COc1ccc(CC(=O)OCC(=O)NC2CCCCC2)cc1OC	1	-0.7	2%	3%	-4%	8%	-6%	-20%
O=C1C=CC(c2ccccc2)(c2ccccc2)CC1	3	-0.3	4%	-15%	-4%	1%	3%	-3%
Cn1c(N)c(C(=O)CSc2nn(-c3ccc(F)cc3)c(=S)s2)c(=O)n(C)c1=O	4	-1.1	8%	6%	-15%	14%	5%	-2%
Cc1ccc(-c2nc(NC(=O)CSc3nnc(C)s3)ns2)cc1	0	-0.5	0%	1%	-6%	3%	-17%	-9%
COc1ccc2[nH]c3c(c2c1)CCN1C(=O)C(CC(=O)NC(C)(C)C)C[C@H](C(=O)N2CCOCC2)[C@@]31CCC1CCCC1 (stereo partly drawn)	-1	-0.1	-7%	3%	-14%	-6%	43%	5%
CCC(C)(C(=O)NC1CCCCC1)N(Cc1ccco1)C(=O)CC1NC(=O)NC1=O (stereo not drawn)	0	1.0	5%	1%	2%	3%	4%	-4%
C/C(=N\N=C(N)N)c1ccc(C)c(C)c1	5	2.0	-3%	4%	-8%	5%	19%	-4%
COc1cccc(NC(=O)C(=O)NCCC2CCCCN2S(=O)(=O)c2ccccc2)c1 (stereo not drawn)	-4	-0.4	-8%	25%	-3%	5%	23%	-8%
C[C@@H]1O[C@@H](O[C@@H]2[C@@H](O)[C@H](OCCc3ccc(O)c(O)c3)O[C@H](CO)[C@H]2OC(=O)/C=C/c2ccc(O)c(O)c2)[C@H](O)[C@H](O)[C@H]1O	-26	0.6	?	-9%	0%	-13%	-14%	-23%

Copied from the list.
O=C(CSc1ccc(-c2ccco2)nn1)N1CCCCC1 in PLK1 PBD inh = -8%
Cc1ccc(-c2nc(NC(=O)CSc3nnc(C)s3)ns2)cc1 in PLK1 PBD inh = -6%
O=C1C=CC(c2ccccc2)(c2ccccc2)CC1 in IL-2 act = -0.3
C[C@@H]1O[C@@H](O[C@@H]2[C@@H](O)[C@H](OCCc3ccc(O)c(O)c3)O[C@H](CO)[C@H]2OC(=O)/C=C/c2ccc(O)c(O)c2)[C@H](O)[C@H](O)[C@H]1O in WRN inhibitor = -23%
CCC(C)(C(=O)NC1CCCCC1)N(Cc1ccco1)C(=O)CC1NC(=O)NC1=O (stereo not drawn) in EPAC1 antag = 5%

Carrying on:
SMILES	PI5P4Ka inh	IL-2 act	EPAC1 antag	Abeta rescue	PLK1 PBD inh	EPAC1 ag	FUS yeast rescue	WRN inhibitor
O=C(Cn1c(=O)c2cccn2c2ccccc21)Nc1cc(F)ccc1F	-22	0.1	-4%	3%&-2%	0%	-12%	27%&35%	-7%
CCOC(=O)Cn1nc(C)c(NC(=O)c2ccc(Cl)c([N+](=O)[O-])c2)c1C	0	-0.6	-8%	-7%	-19%	-10%	6%	3%
COc1ccc(OC)c(S(N)(=O)=O)c1	.	1.0	-1%	11%	-4%	3%	2%	3%
O=[N+]([O-])c1cccc(CON=Cc2ccccc2O)c1	5	-2.8	-2%	1%	5%	-14%	-4%	1%
CC(NC(=O)[C@H](C)NC(=O)C1CC(=O)N(c2ccc3c(c2)OCO3)C1)c1ccccc1 (stereo partly drawn)	0	15	-6%	8%	-7%	-4%	17%	1%[57.1 µM]
Cc1ccc(CSc2nnc(SCC(=O)N/N=C/c3c[nH]c4ccccc34)s2)cc1	-27	1.4	?	11%	-27%	4%	23%	?
COCCn1c(=NC(=O)c2ccc(S(=O)(=O)N3CCc4ccccc4C3)cc2)sc2cc(S(N)(=O)=O)ccc21	?	-3.2	-29%	8%	3%	-6%	.	-12%
COCCCNC(=O)C1CC(=O)N(CCc2ccc(F)cc2)C1 (stereo not drawn)	-2	0.1	8%	5%	5%	-2%	3%	9%
NCCCC[C@@H](C(=O)N1CCNCC1)n1cc(CCC(=O)O)nn1	-3	0.4	-17%	2%	-4%	11%	-14%	-5%
Cc1oc(-c2ccc(Cl)cc2)nc1CN1CCC(C(=O)NCC2CCCO2)CC1 (stereo not drawn)	4	-1.5	-29%	-3%	-10%	-18%	6%	1%
COc1ccc2oc(-c3ccccc3[N+](=O)[O-])cc(=O)c2c1	-19	2.2	4%	-14%	-14%	-4%	22%	-12%
Cc1nn(C(C)C(=O)NCCCN2CCCCCC2)c(=O)c2cc3sccc3n12 (stereo not drawn)	15	-2.8	10%	6%	-13%	8%	12%	-10%
COC(=O)C1=C(C)N(C)C(=O)NC1c1cccc2ccccc12 (stereo not drawn)	-3	-0.7	-21%	3%	-10%	2%	-2%	-11%
CCOC(=O)c1cc(-c2ccc(C)o2)nn1CCC#N	-4	-0.2	5%	14%	-5%	-4%	-4%	-7%
C/C(=N\NC(=O)Cc1cccn1C)c1ccc([N+](=O)[O-])cc1	-8	-0.8	-8%	5%	-3%	5%	14%	-12%

Marked active in WRN inhibitor, of those listed so far:
compound	PI5P4Ka inh	IL-2 act	EPAC1 antag	PLK1 PBD inh	WRN inhibitor
Cc1ccc(S(=O)(=O)/N=C2/C=C(Sc3ncn[nH]3)C(=O)c3ccccc32)cc1	-100*	-2.5	45µM*	0.75µM*	32µM*
